Screening data deposited in PubChem BioAssay by The Scripps Research Institute Molecular Screening Center.
TTR transcr act – TTR transcription activation, primary screen; AID 1117267; 92,000 tested, 1.3% active; SH-SY5Y TTR promoter Gaussia luciferase, luminescence; 100% = recombinant luciferase protein wells; activation, % at 16.7 µM;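 active = activation above the mean of all tested compounds plus 3 SD, cut at about 9.5% in these data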;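 also: cells exposed to compounds for one day before reading; 0% = median of all test compound wells on the plate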
Numbers without * were called inactive.

SMILES	TTR transcr act
CCN1CCN(Cc2ccc(NC(=O)c3cc(NC(=O)c4cncc(-c5ccc(C#N)cc5)c4)cc(OC)c3)cc2C(F)(F)F)CC1	-2.9
C[C@H](NC(=O)c1ccco1)C(=O)NNC(=O)c1ccc(F)cc1	0.0
O=C(O)c1cccc(NC(=S)N/N=C/c2ccccc2OCc2ccc(Br)cc2)c1	1.4
O=C(c1cc(-c2ccc(O)cc2)on1)N1CCOCC1	-1.3
CCOc1cc(N2CCOCC2)c(OCC)cc1NC(=O)c1ccc(NC(C)=O)cc1	-0.7
COc1ccc(S(=O)(=O)NC2CCSc3ccccc32)cc1OC (stereo not drawn)	0.9
COc1ccccc1-c1cc(C(=O)Nc2cc(C)n(Cc3ccc(Cl)cc3)n2)no1	5.0
CCN(C(=O)CN1C(=O)S/C(=C\C=C\c2ccccc2)C1=O)C1CCS(=O)(=O)C1 (stereo not drawn)	0.4
Cc1ccc(-c2nn3c(C)nnc3s2)cc1NC(=O)c1cccnc1	7.8
CN(C)c1ccc(/C(=N\O)c2ccccc2)cc1	-1.9
CCCCN1C(=O)C(O)(CC(=O)c2ccccn2)c2ccccc21 (stereo not drawn)	1.0
Cc1cc(N2CCOCC2)n2nc(C)c(-c3ccccc3Cl)c2n1	1.0
COc1ccc(CP(=O)(c2ccccc2)c2ccccc2)cc1	-1.4
COC(c1ccccc1)c1nnc(CCC(=O)N(C)C(C2CC2)C2CC2)o1 (stereo not drawn)	0.3
CC(C)c1ccc(OCC(=O)NC(C)c2ccccc2)cc1 (stereo not drawn)	-0.5
O=C(N/N=C/c1ccncc1)c1ccccc1	-2.0
CCOC(=O)C(Cc1nc(OCc2ccccc2)cc(OCc2ccccc2)n1)=NO	-1.1
Cc1cc(C(=O)CN2C(=O)NC(C)(CC(C)C)C2=O)c(C)n1-c1ccc2c(c1)OCO2 (stereo not drawn)	2.7
O=C(/C=C/c1cccs1)Nc1cccc(NC(=O)/C=C/c2cccs2)n1	-1.9
CCCc1nnc(NC(=O)CCC(=O)N2CCN(Cc3ccc(C)cc3C)CC2)s1	1.7
CC1CN(C(=O)/C=C/c2cccc([N+](=O)[O-])c2)CC(C)O1 (stereo not drawn)	-0.5
O=C1C2C(C(=O)N1Cc1ccco1)C1C=CC2C12CC2 (stereo not drawn)	-0.2
COC(=O)c1oc2ccccc2c1NC(=O)c1ccccc1O	1.6
C/C(=N\O)c1ccc2[nH]ccc2c1	-0.7

An excerpt from above in order of formula weight, ascending:
SMILES	TTR transcr act
CN(C)c1ccc(/C(=N\O)c2ccccc2)cc1	-1.9
COC(=O)c1oc2ccccc2c1NC(=O)c1ccccc1O	1.6
COC(c1ccccc1)c1nnc(CCC(=O)N(C)C(C2CC2)C2CC2)o1 (stereo not drawn)	0.3
COc1ccccc1-c1cc(C(=O)Nc2cc(C)n(Cc3ccc(Cl)cc3)n2)no1	5.0
CCCc1nnc(NC(=O)CCC(=O)N2CCN(Cc3ccc(C)cc3C)CC2)s1	1.7
CCN(C(=O)CN1C(=O)S/C(=C\C=C\c2ccccc2)C1=O)C1CCS(=O)(=O)C1 (stereo not drawn)	0.4

Going on with the list.
SMILES	TTR transcr act
COc1ccc(C(=O)N/N=C(\Cc2ncc[nH]2)c2ccccc2)cc1	-1.7
COc1ccc(C(=O)N2CCCC(Nc3ccc(C(C)C)cc3)C2)c(OC)n1 (stereo not drawn)	0.5
O=S(=O)(c1ccccc1)N(Cc1cccc(F)c1)c1ccccc1	-1.1
Cc1cc(NC(=O)COC(=O)C2CCC2)no1	1.1
O=C(O)c1cccc(Sc2cc(Cl)ccc2C(=O)O)c1	0.0
CCCC[C@@H]1CC2=C(C(=O)OC(C)(C)O2)[C@@H](c2ccc(Cl)cc2)O1	-2.4
N#C/C(=C\c1ccncc1)C(=O)Nc1ccc(C(=O)O)cc1	0.7
CCCCCCCCN1C(=O)[C@H](CC(=O)NCc2cccs2)C[C@@]2(C(=O)OC)CC(C)(C)CC=C12	0.3
Cc1ccc(NC(=O)c2cc3c(=O)oc4ccccc4c3s2)nc1	-0.6
CC(=O)c1c(C)[nH]c(C(=O)CN2CCN(S(=O)(=O)c3ccccc3[N+](=O)[O-])CC2)c1C	-2.9
Cc1cc(Oc2ccc(Cl)cc2)nc(-c2ccccn2)n1	-1.2
O=C1CC(Sc2ccc(Cl)cc2)C(=O)N1Cc1ccncc1 (stereo not drawn)	-0.4

Ordered by the number under TTR transcr act (smallest number first): 7 of the compounds above.
SMILES	TTR transcr act
CC(=O)c1c(C)[nH]c(C(=O)CN2CCN(S(=O)(=O)c3ccccc3[N+](=O)[O-])CC2)c1C	-2.9
COc1ccc(C(=O)N/N=C(\Cc2ncc[nH]2)c2ccccc2)cc1	-1.7
Cc1cc(Oc2ccc(Cl)cc2)nc(-c2ccccn2)n1	-1.2
CCN(C(=O)CN1C(=O)S/C(=C\C=C\c2ccccc2)C1=O)C1CCS(=O)(=O)C1 (stereo not drawn)	0.4
CCCCN1C(=O)C(O)(CC(=O)c2ccccn2)c2ccccc21 (stereo not drawn)	1.0
CCCc1nnc(NC(=O)CCC(=O)N2CCN(Cc3ccc(C)cc3C)CC2)s1	1.7
COc1ccccc1-c1cc(C(=O)Nc2cc(C)n(Cc3ccc(Cl)cc3)n2)no1	5.0

The listing continues.
SMILES	TTR transcr act
Cn1c(/C=C/c2ccccc2)nc2ccccc21	-2.0
CCCn1nnnc1NCc1ccc(OC)cc1	-0.8
COC(=O)C1=C(N)OC2=C(C(=O)CC(C)(C)C2)C1c1ccoc1 (stereo not drawn)	-0.2
O=C(O)c1ccccc1N/N=C/c1c(Sc2nnnn2-c2ccccc2)nc2ccccn2c1=O	-0.3
COc1ccc(-c2cccc(CCC(=O)N3CCN(c4cc(C)ccc4C)CC3)c2)cc1	2.0
NC(=O)C1(C(N)=O)OC1c1ccccc1 (stereo not drawn)	4.8
COc1ccccc1C(=O)NNC1=NS(=O)(=O)c2ccccc21	0.5
COC(=O)c1cc(-c2ccc(OC)cc2)n[nH]1	-1.3
Nc1[nH]nc2ncc3cc4ccccc4nc3c12	-1.8
Cc1nn(-c2ccccc2)c(NC(=O)c2cccs2)c(-c2ccccc2Cl)c1=O	0.9
CCOC(=O)[C@]12CCCC=C1N(CCCOC)C(=O)[C@@H]2CC(=O)NCC12CC3CC(CC(C3)C1)C2	2.7
Nc1cc(C(F)(F)F)ccc1N1CCOCC1	-1.5
COc1ccc(N2C(=O)C3C4C=CC(C4)C3C2=O)nn1 (stereo not drawn)	0.5
COc1nccnc1NS(=O)(=O)c1ccc(N=Cc2c(C)[nH]n(-c3ccc(Cl)cc3)c2=O)cc1	3.1
COc1ccc(CN2CCCC(C(=O)N3CCCC3)C2)c(OC)c1OC (stereo not drawn)	1.8
CCCCN(C(=O)C1=NN(c2ccccc2)C(=O)CC1)c1c(N)n(CCC)c(=O)[nH]c1=O	-0.9
C=CCN(c1ccc(C(=O)NCCCn2ccnc2)cc1)S(C)(=O)=O	1.6
CCc1cc2c(=O)c(-c3cscn3)coc2c(CN(C)C)c1O	-5.2
CC(C)(C)C(=O)c1c(N)[nH]c(C(=O)c2ccccc2)c1-c1ccc(C(F)(F)F)cc1	1.6
Cc1cc([N+](=O)[O-])cc2c1NC(=O)C2(O)N1CCOCC1 (stereo not drawn)	0.8
COc1ccc(C(=O)NCCOc2cccc(OC)c2)cc1	7.1
CCNc1c(N)c(=O)oc2ccccc12	-2.4
c1ccc(N2CCN(c3ncccn3)CC2)cc1	-5.8
CCOC(=O)N1CCC(N(CCN(C)C)C(=S)Nc2ccccc2C)CC1	1.2
CNS(=O)(=O)c1cnccc1N1CCN(c2cccc(C(F)(F)F)c2)CC1	-1.1
CC1C(c2ccccc2)=Nn2c(=O)n(-c3ccccc3)c(=O)n21 (stereo not drawn)	-1.7
COc1ccccc1NC(=O)c1cc(-c2ccc(C)o2)nc2ccccc12	-2.5
O=C(NCCN1CCOCC1)C(=O)NCC1OCCN1S(=O)(=O)c1cc(F)ccc1F (stereo not drawn)	1.6
CC(=O)c1cccc(NC(=O)c2ccc(C(=O)Nc3cccc(C(C)=O)c3)nc2)c1	0.1
C=CC[C@@H](CC(=O)N(CCO)Cc1ccccc1)C(=O)NC[C@@H](OC(=O)[C@@H](CC=C)Cc1ccc(F)cc1)c1ccccc1	-6.2
CCCCNc1c(-c2ccc(-c3ccc(C(C)=O)cc3)c(OC)c2)nc2cc(C)ccn12	-2.4
C/C(=N\NC(=O)C(C)n1nc(C)c([N+](=O)[O-])c1C)c1ccccc1O (stereo not drawn)	1.8
COc1cccc(/C=N/Nc2ncccc2[N+](=O)[O-])c1OC	1.6
Cc1csc(NC(=O)C2CCCN(S(=O)(=O)c3ccc4c(c3)oc(=O)n4C)C2)n1 (stereo not drawn)	0.6
CCOc1ccc(S(=O)(=O)N2CCN(C(=O)C3CC3C)CC2)cc1 (stereo not drawn)	0.1
COc1ccccc1N1CCN(C(=O)c2ccccc2Oc2ccccc2)CC1	-0.4
CCOc1ccccc1C(=O)NCC(=O)Nc1ccc2c(c1)OCO2	4.2
CCN(CC)S(=O)(=O)c1ccc(NC(=O)c2cccs2)cc1	0.4
Cc1cccc(C(=O)Nc2nnc(S(=O)(=O)N3CCCCCC3)s2)c1	3.4
CCC(=O)Oc1ccc(C(=O)Nc2c[nH]c(=O)[nH]c2=O)cc1	0.4
O=C(COC(=O)c1cc(NS(=O)(=O)c2cccs2)ccc1O)Nc1cc(Cl)ccc1Cl	0.6
COc1cc(C(=O)Nc2nc(-c3cc(C)ccc3C)c(C)s2)ccc1OCC(=O)Nc1ccc(F)cc1	-0.6
COc1ccccc1NC(=O)CN(Cc1ccco1)C(=O)c1ccc(Cl)nc1	-0.6
CC(C)N1CCCCC(NC(=O)c2ccc(Cl)cc2Cl)C1=O (stereo not drawn)	-1.7
C#CCSc1nc2ccccc2n1C(=O)c1ccc(S(=O)(=O)N2CCCCC2)cc1	2.5
Cc1ccc(C)c(N2CCN(C(=O)Cn3ncc4c([nH]c5ccc(C)cc54)c3=O)CC2)c1	-0.9
CN(C)c1ccc(CN(C(=O)/C=C/c2ccco2)C2CCS(=O)(=O)C2)cc1 (stereo not drawn)	-1.2
Cc1ccc(C)c2[nH]c(=O)c(CCNC(=O)CC(C)(C)C)cc12	-1.2
CCCS(=O)(=O)Nc1c(C(=O)O)[nH]c2ccc(OC)cc12	2.3
O=C(c1ccc(F)cc1)N1CCN(c2cc(=O)[nH]nc2-c2ccccc2)CC1	-0.2
Cc1c(F)cccc1NC(=O)CSCC(=O)Nc1ccccc1	0.5
Cc1ccsc1CN1CCN(c2ccccn2)CC1	-0.3
CC(=O)Nc1ccccc1C(=O)C(=O)Nc1ccc(F)cc1	-0.2
Cc1cc2nc(C3CCCCC3)c(Cc3cccc(F)c3)n2c(C)c1Br	1.4
CCN(CC)S(=O)(=O)c1ccc(C(=O)N2CCN(C3=NS(=O)(=O)c4ccccc43)CC2)cc1	-1.0
O=C(c1ccco1)N1CCN(c2ccc(Cl)cc2)CC1	-0.4
CCNC(=S)N(CCCO)Cc1cc2cc3c(cc2[nH]c1=O)OCCO3	1.2
CN1C(=O)C2(c3ccccc31)c1c(oc3ccccc3c1=O)C(=O)N2CCO (stereo not drawn)	4.6
COc1ccc([C@H]2C[C@H](O)[C@@H](n3cc(-c4ccc(F)cc4)nn3)CN2C(=O)c2cccs2)cc1	-0.8
O=C(CSc1ccc2nnc(-c3ccccn3)n2n1)N1CCN(c2ccccc2)CC1	-0.1

(list continues)
SMILES	TTR transcr act
Cc1ccc(/C(N)=N/OC(=O)C(C)c2ccc([N+](=O)[O-])cc2)cc1 (stereo not drawn)	-1.5
Cc1ccc(-n2nnnc2SCC(=O)Nc2sc(C)c(C)c2C#N)cc1C	-0.5
CC1CC1C(=O)OCC(=O)Nc1ccc(N=Nc2ccccc2)cc1 (stereo not drawn)	-1.9
CC(=O)Nn1cnc2c(c1=O)C1(CCCCC1)Cc1ccccc1-2	2.0
c1ccc(-c2noc(C34CC5CC(CC(C5)C3)C4)n2)cc1	3.1
O=c1[nH]c2ccc(S(=O)(=O)N3CCN(c4ccccc4F)CC3)cc2s1	-0.6
COc1ccc(NC(=O)c2ccc(NC(=O)COC(=O)CC(NC(=O)c3ccccc3Cl)c3ccccc3)cc2)cc1 (stereo not drawn)	6.3
O=S(=O)(NCCN1CCOCC1)c1cc(Cl)ccc1Cl	-0.4
O=C(Nc1ccc(N2CCOCC2)cc1)c1ccc(-c2ccccc2[N+](=O)[O-])o1	-1.4
O=S(=O)(c1ccc(Cl)cc1)N1CCN(S(=O)(=O)N2CCCCCC2)CC1	-0.1
Cc1ccc(C(=O)Nc2ncc(Cc3ccc(F)cc3)s2)o1	-3.5
COc1cccc(C(=O)/C=C/c2ccc(OCC#N)c(OC)c2)c1	-5.2
CCc1ccccc1NC(=O)C(Cc1ccccc1)c1nn[nH]n1 (stereo not drawn)	-0.6
O=C(NC1CCCCC1)C(c1ccco1)N(C(=O)c1csnn1)c1cccc(Cl)c1 (stereo not drawn)	1.1
O=C(Cc1ccccc1)Nc1ccc(C(=O)NCC2COc3ccccc3O2)cc1 (stereo not drawn)	1.6
CCN(CC)S(=O)(=O)c1ccc(N2CCCC2)c(NS(=O)(=O)c2ccc(F)cc2)c1	0.6
Cc1cc(C)cc(C(O)c2ncc(-c3cccc(C(F)(F)F)c3)[nH]2)c1 (stereo not drawn)	-0.8
CC(C)CN1CCN(Cc2cccn2-c2cccnc2)CC1CCO (stereo not drawn)	-0.4
CC1CCN(C(=O)c2[nH]cnc2C(=O)N2CCN(c3ccccc3)CC2)CC1	-1.0
Cc1nnc(NN)n(N)c1=O	3.7
COc1ccc(Cl)cc1NC(=O)N1CCN(c2ccccc2OC)CC1	-1.8
N#CC1=C(N)C(C#N)(C#N)C(c2ccc[nH]2)C2CCCC=C12 (stereo not drawn)	1.9
COc1ccc(NC(=O)CCNS(=O)(=O)c2ccc3c(c2)CC(C)N3C(C)=O)cc1 (stereo not drawn)	-0.1
C/C(N)=C(/C#N)C(=O)CSc1nnc(Nc2ccccc2)s1	-1.0
NNC(=S)Nc1c(Br)cc(F)cc1Br	0.8
N#C/C(=C\N1CCCCC1)S(=O)(=O)c1ccc(Cl)cc1	-1.2
CN(CCc1cn[nH]c1)C(=O)C1CCC(=O)N(CC2CCCCC2)C1 (stereo not drawn)	-0.8

Only part of the results is shown. The share of hits here may be higher or lower than overall.
